M4 ag – human M4 muscarinic receptor agonists, primary screen, CHO-K1 cells, Fluo-8 calcium fluorescence; Muscarinic acetylcholine receptor M4 (Homo sapiens), P08173; CHO-K1 hM4/Gqi5; vehicle 0%, full acetylcholine response 100%; activation, % at 3 µM; 360,000 compounds, 0.14% hits;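 active = activation above the run mean over all test wells plus 3 SD, cut at about 32% in these data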;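 also: peak over basal fluorescence ratio per well then scaled between controls; 0% = DMSO wells and 100% = acetylcholine at EC100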
M1 PAM – human M1 muscarinic receptor positive allosteric modulators, primary screen, CHO-K1 cells, Fluo-8 calcium fluorescence, 1536-well; CHO-K1 hM1, ACh EC20; 0% = ACh EC20, 100% = maximal ACh; activation, % at 3 µM; 360,000 compounds, 0.088% hits; AID 588819, 2011; in the data active = activation above about 19%, passing the limit was not always enough
CHRM5 PAM – human M5 muscarinic receptor positive allosteric modulators, primary screen, CHO-K1 cells, Fluo-8 calcium fluorescence; Muscarinic acetylcholine receptor M5 (Homo sapiens), P08912; CHO-K1 hM5, ACh EC20 PAM; 0% = ACh EC20, 100% = ACh EC100; activation, % at 3 µM; 360,000 compounds, 0.3% hits; AID 624038, 2012;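 active = activation above the run cutoff, the mean activation of all test compounds plus 3 SD, cut at about 18% in these data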
Target sequence (P08912 whole entry, looked up): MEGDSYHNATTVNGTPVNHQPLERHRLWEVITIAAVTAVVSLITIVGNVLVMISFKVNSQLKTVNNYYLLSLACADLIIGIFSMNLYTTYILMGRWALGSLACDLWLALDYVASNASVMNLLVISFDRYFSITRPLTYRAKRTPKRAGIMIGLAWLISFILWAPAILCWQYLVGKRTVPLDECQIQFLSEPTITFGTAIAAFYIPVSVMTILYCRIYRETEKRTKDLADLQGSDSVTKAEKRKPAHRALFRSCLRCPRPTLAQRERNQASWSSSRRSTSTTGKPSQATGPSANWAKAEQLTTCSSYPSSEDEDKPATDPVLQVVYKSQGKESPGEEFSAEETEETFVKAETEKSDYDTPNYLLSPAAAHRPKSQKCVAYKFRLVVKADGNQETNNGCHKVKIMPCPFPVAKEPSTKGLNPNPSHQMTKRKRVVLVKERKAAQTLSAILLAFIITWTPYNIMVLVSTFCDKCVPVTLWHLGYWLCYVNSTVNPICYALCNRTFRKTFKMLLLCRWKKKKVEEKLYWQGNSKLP
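System: CHO-K1 cell line with stable human muscarinic M5 receptor expression | Also added: EC20 acetylcholine as agonist stimulus | Compound: One concentration, 3 µM final (nominal) | Timing: Fluo-8 loading 80 min at 37 °C plus 30 min room temperature | Measured by: Fluo-8 calcium dye fluorescence, kinetic read | Read-out basis: % activation, ACh-normalized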
M5 antag – human M5 muscarinic receptor antagonists, primary screen, CHO cells, Fluo-8 calcium fluorescence. Muscarinic acetylcholine receptor M5 (Homo sapiens), P08912. CHO-hM5 cells, ACh EC80. inhibition, % at 3 µM. 360,000 compounds, 0.59% hits. AID 624040, 2012;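 active = inhibition above a per-plate cutoff, the mean of that plate's test compounds plus 3 SD, cut at about 27% in these data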;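 also: 0% = acetylcholine EC80 with DMSO and 100% = DMSO without agonist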
TAAR1 agonist – human TAAR1 agonists, primary screen, Fluo-8 calcium fluorescence, CHO RD-HGA16 cells; activation, % at 3 µM; 360,000 compounds, 0.99% hits; Trace amine-associated receptor 1 (Homo sapiens), Q96RJ0; AID 624467, 2012; vehicle wells 0%, saturating PEA agonist 100%;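 active = activation above the mean activation of all test compounds in the run plus 3 SD, cut at about 38% in these data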
Target sequence (Q96RJ0 whole entry, looked up): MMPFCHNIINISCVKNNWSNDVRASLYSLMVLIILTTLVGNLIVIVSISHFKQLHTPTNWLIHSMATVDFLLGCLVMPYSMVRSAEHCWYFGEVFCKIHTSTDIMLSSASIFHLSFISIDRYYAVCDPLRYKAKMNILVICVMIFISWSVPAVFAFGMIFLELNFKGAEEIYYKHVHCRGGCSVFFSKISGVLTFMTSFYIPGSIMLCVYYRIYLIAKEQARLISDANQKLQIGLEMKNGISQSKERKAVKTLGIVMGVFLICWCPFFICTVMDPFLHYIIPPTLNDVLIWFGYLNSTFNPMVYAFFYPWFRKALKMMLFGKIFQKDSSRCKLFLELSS
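System: CHO RD-HGA16 cells carrying human TAAR1 plus Gα16; Incubation: 17-24 h seeding, 75 min 37 °C dye, 30 min RT; Measured by: Fluo-8 fluorescence, 5 s baseline then 140 s kinetic read; Control set: DMSO and PEA EC100; Replication: single well for each compound.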
M5 ag – human M5 muscarinic receptor agonists, primary screen, CHO-K1 cells, Fluo-8 calcium fluorescence; Muscarinic acetylcholine receptor M5 (Homo sapiens), P08912; activation, % at 3 µM; CHO-K1 hM5 cells; 0% DMSO wells, 100% maximal acetylcholine response; 360,000 compounds, 0.19% hits;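 active = activation above the run's mean over test compounds plus 3 SD, cut at about 23% in these data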;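 also: signal is peak over basal fluorescence ratio across the kinetic read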
M1 ag – human M1 muscarinic receptor agonists, primary screen, Fluo-8 calcium fluorescence, CHO-K1 cells, HTS; activation, % at 3 µM; Muscarinic acetylcholine receptor M1 (Homo sapiens), P11229; CHO-K1 hM1, agonist mode; 0% DMSO, 100% acetylcholine EC100; AID 588814, 2011; 360,000 compounds, 0.33% hits;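 active = activation above the run's mean compound activation plus 3 SD, cut at about 16% in these data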;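 also: peak over basal fluorescence ratio within a 140 s kinetic read after compound addition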
CHRM4 antagonist – human M4 muscarinic receptor antagonists, primary screen, CHO cells, Fluo-8 calcium fluorescence | CHO-hM4 cells, ACh EC80 | inhibition, % at 3 µM | Muscarinic acetylcholine receptor M4 (Homo sapiens), P08173 | AID 624125, 2012 | 360,000 compounds, 0.73% hits;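 active = inhibition above its plate's cutoff, the mean inhibition of sample wells plus 3 SD, cut at about 27% in these data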;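 also: 0% = acetylcholine EC80 with DMSO and 100% = DMSO without agonist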
M1 antag – human M1 muscarinic receptor antagonists, primary screen, CHO-K1 cells, Fluo-8 calcium fluorescence, 1536-well | 360,000 compounds, 1.3% hits | CHO-K1 hM1, ACh EC80 antagonist | inhibition, % at 3 µM | Muscarinic acetylcholine receptor M1 (Homo sapiens), P11229;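 active = percent inhibition above its own plate's cutoff, namely the mean of that plate's compound wells plus 3 SD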;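 also: peak over basal fluorescence ratio during 140 s after agonist addition; 0% = ACh EC80 plus DMSO and 100% = DMSO alone without agonist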
* hit, by the source's call; . = not tested or not shown.

Below each SMILES: M4 ag | M1 PAM | CHRM5 PAM | M5 antag | TAAR1 agonist | M5 ag | M1 ag | CHRM4 antagonist | M1 antag
> CC(C)NC(=O)C1(C#N)C=C1c1ccccc1 (stereo not drawn)
  1 | . | 2 | 2 | 3 | -3 | . | -5 | .
> CCCCN(CCCC)c1nc2ccccc2nc1NS(=O)(=O)c1ccc(NC(C)=O)cc1
  0 | 12 | -1 | -8 | 8 | -8 | -2 | -5 | -11
> NNC(=O)c1ccc(S(=O)(=O)N2CCc3ccccc32)cc1
  2 | 1 | -4 | -2 | 6 | 4 | 0 | -4 | -1
> COCCCC1CCN(C(=O)CCc2nnc(CCCCc3ccccc3)o2)CC1
  3 | 3 | 11 | -3 | 1 | 1 | -5 | -1 | 8
> Cc1cc(C)c(C#N)c(SCC(=O)OC2CCCCC2)n1
  -3 | 1 | -9 | -2 | 1 | -8 | -6 | -6 | -4
> COc1ccc(-c2ccnc(SCC(=O)c3ccc(OC)c(OC)c3)n2)cc1
  1 | -3 | 0 | 1 | 3 | 0 | -8 | 4 | 1
> Cc1ccccc1NC(=O)C1CC(Cl)=CCC1C(=O)O (stereo not drawn)
  1 | 3 | -4 | 6 | 2 | -3 | -4 | 3 | -4
> CC1Cc2ccccc2N1CC(=O)Nc1cccc(S(N)(=O)=O)c1 (stereo not drawn)
  0 | 4 | 4 | 4 | 1 | 3 | -6 | 1 | -4
> CSc1nsc(SC)c1NC(=O)OCCc1ccccn1
  1 | 14 | 6 | 3 | 7 | -12 | -7 | -2 | -13
> Cc1nc2cc(-c3ccc(Cl)cc3)nn2c(C)c1CCC(=O)NCc1ccco1
  1 | 16 | 0 | -3 | 0 | 0 | 0 | -4 | -20
> CCOC(=O)c1sc(NC(=O)c2ccccc2F)c(C(N)=O)c1C
  1 | 6 | 2 | -6 | 0 | 1 | 1 | -2 | -9
> O=C(O)C(NS(=O)(=O)c1cccc2nsnc12)c1ccccc1 (stereo not drawn)
  0 | 6 | 8 | -1 | 6 | 3 | -2 | -1 | -9
> COc1cc(NC(=S)N2CCN(C)CC2)c(OC)cc1Cl
  1 | -1 | -3 | 0 | 4 | 0 | -1 | -6 | 0
> O=C(COC(=O)/C=C/c1ccc2c(c1)OCO2)Nc1ccc(S(=O)(=O)N2CCCC2)cc1
  4 | -2 | -10 | 3 | 1 | -4 | -6 | 8 | 2
> COc1cccc(C(=O)NC2CC3CCCC(C2)N3Cc2ccc(C)cc2)c1 (stereo not drawn)
  2 | -18 | -5 | 5 | 2 | 0 | -10 | 6 | 22
> CC(=O)N1CCN(c2ccc(NCc3ccc(F)cc3)cc2)CC1
  1 | 1 | -4 | -1 | 1 | 1 | -6 | -6 | -9
> Cc1cnc(CNC(=O)CC2C(=O)NCCN2Cc2ccccc2F)cn1 (stereo not drawn)
  2 | 7 | -5 | 19 | 1 | -2 | -3 | -1 | -8
> O=C(Nc1cccc(O)c1)c1ccc(C(F)(F)F)cc1
  3 | -1 | -10 | 14 | 3 | -3 | -4 | 2 | 4
> O=[N+]([O-])c1ccc2nc(-c3ccc(OC(F)F)cc3)cn2c1
  1 | 2 | -1 | 2 | 0 | -6 | -3 | -4 | 0
> O=C(Nc1ccc(-c2nc3cc(Cl)ccc3c(=O)o2)cc1)c1ccco1
  0 | -1 | -4 | 4 | -1 | 2 | -4 | 9 | 3
> Cc1cccc(NC(=O)c2cnn(C)c2)c1C
  1 | 7 | 2 | 0 | 5 | 0 | -6 | 0 | -1
> CC(C)Cc1nnc(NC(=O)CCC(=O)Nc2ccccc2)s1
  4 | 4 | -4 | -1 | 3 | 2 | 1 | 13 | -5
> C#CCOc1ccc(C2C3=C(CC(C)(C)CC3=O)N(CC(=O)O)C3=C2C(=O)CC(C)(C)C3)cc1
  1 | 10 | 0 | -5 | 0 | -2 | -3 | 1 | -13
> COC(c1ccccc1)c1nc2ccccc2[nH]c1=O (stereo not drawn)
  1 | 4 | 0 | 1 | 2 | -3 | -4 | -10 | -1
> O=C(NCc1n[nH]c(=S)n1-c1ccc(Br)cc1)c1ccc(S(=O)(=O)N2CCCC2)cc1
  0 | 2 | 9 | -3 | 0 | -4 | -8 | -1 | 0
> COc1cccc(NC(=S)N2C3CCCC2CC(NC(=O)C2CC2)C3)c1 (stereo not drawn)
  0 | 1 | -2 | 11 | -2 | -7 | -11 | 13 | -3
> CCOC(=O)N1CCN(C(=O)C(=O)NN)CC1
  2 | 10 | 9 | 5 | 0 | 0 | 1 | -15 | -13
> Cc1cc(C)n2nc(C(=O)Nc3nnc(C4CC4)s3)nc2n1
  1 | 5 | 1 | -2 | 6 | 3 | 1 | 6 | -2
> CCCCc1nnc(NC(=O)CN2C(=O)c3ccccc3C2=O)s1
  1 | 8 | 3 | 4 | 7 | -2 | -1 | -2 | -5
> CCCSc1nsc(N)n1
  0 | 2 | 15 | -8 | 11 | 6 | -1 | 5 | -5
> CC(=O)Nc1ccc(NC(=O)C(C)OC(=O)CNC(=O)c2sc3ccccc3c2Cl)cc1 (stereo not drawn)
  2 | 3 | 5 | -4 | 2 | 1 | -2 | 0 | -2
> CCC1CCCCN1C(=S)NC(=O)c1ccco1 (stereo not drawn)
  1 | 6 | 2 | 13 | 5 | 1 | -6 | -2 | -1
> COc1cccc(-c2cc(NC=O)c3ncc(-c4cccc(C(=O)NCCN(C)C)c4)n3c2)c1
  2 | 2 | -1 | 1 | 2 | 0 | -9 | -5 | -11
> CC1=NN(c2ccccc2)C(=O)/C1=C\c1sccc1C
  0 | -3 | -1 | 11 | 7 | -2 | -2 | 7 | 12
> O=C(NCCc1csc(-c2cccnc2)n1)c1ccccc1Br
  1 | 1 | 4 | -8 | 5 | 7 | -1 | -3 | -3
> Cc1cc(NC(=O)CCS(=O)(=O)c2ccc(F)cc2)no1
  1 | 8 | 5 | 6 | 0 | 1 | -1 | -2 | -4
> Cc1c(C(=O)O)oc2ccc(S(=O)(=O)N3CC(C)CC(C)C3)cc12 (stereo not drawn)
  0 | -8 | -3 | -2 | 10 | 0 | -2 | -4 | -10
> CC(=O)Nc1ccc(S(=O)(=O)N2CCCC2C(=O)O)cc1 (stereo not drawn)
  1 | 6 | 4 | 0 | 3 | 1 | -2 | -9 | -17
> O=C1/C(=C\c2ccco2)SC(=S)N1Cc1ccccc1
  1 | -5 | -3 | -3 | 7 | 0 | -2 | -11 | -4
> O=C(CNC(=O)OCc1ccccc1)NCC(=O)Oc1ccc([N+](=O)[O-])cc1
  2 | 6 | -5 | 16 | 0 | 0 | 0 | 0 | -10
> Cc1cc(C)c(C)c(C(=O)COC(=O)CNC(=O)CNC(=O)c2ccco2)c1C
  2 | 15 | 3 | 10 | 4 | -3 | -2 | -33 | -15
> COc1cccc(C(=O)Nc2c(C)nn(-c3ccccc3)c2C)c1
  5 | 0 | 2 | -16 | 0 | 0 | -4 | -3 | -1
> O=C(Cc1ccc(F)cc1)NCc1cccnc1
  0 | 0 | 2 | -5 | 4 | -3 | -4 | 1 | -3
> CN1CCN(C(=O)Cn2c(=O)oc3cc(S(=O)(=O)NCc4ccccc4)ccc32)CC1
  0 | 5 | -2 | 4 | 0 | -1 | -12 | -4 | -6
> COC(=O)CCC(=O)Nc1sc2c(c1C#N)CCCC2
  1 | 4 | 7 | -3 | 0 | -3 | -2 | -5 | -9
> NC(=O)c1ccccc1NC(=O)/C=C/c1ccccc1
  2 | 6 | -8 | 5 | -1 | -1 | -5 | 8 | -7
> NC(=O)CN1C(=O)C2CCCCN2C(=O)c2ccccc21 (stereo not drawn)
  1 | 7 | 9 | -5 | 13 | 1 | 0 | 2 | -22
> O=C(O)CC1Sc2nc3ccccc3n2C1=O (stereo not drawn)
  0 | 14 | 7 | 0 | 5 | 2 | -1 | 10 | -23
> CCOC(=O)CN(C(=O)CNC(=O)c1cccs1)C(C(=O)NC1CCCCC1)c1cccnc1 (stereo not drawn)
  0 | 8 | -3 | -6 | 2 | -3 | 0 | -6 | -8
> Cc1nccn1-c1ccc(NC(=O)[C@H]2O[C@@H](n3ccc(N)nc3=O)[C@H](O)[C@@H]2O)cc1
  1 | . | 0 | -5 | 5 | 1 | . | -3 | .
> NC(=O)c1ccc(-n2nnnc2SCc2ccc(F)cc2)cc1
  0 | 1 | 4 | 0 | 4 | -4 | 0 | -4 | -18
> CCCn1c(Sc2nnnn2-c2ccccc2)n[nH]c1=O
  1 | 6 | 3 | -3 | 2 | -1 | -4 | 1 | -7
> COc1ccc(CNc2nccn3ccnc23)cc1
  1 | 3 | 3 | 2 | 3 | -1 | -2 | -12 | -9
> COc1ccc(OC)c(CCNC(=O)CN2C(=O)COc3ccc(S(=O)(=O)N4CCOCC4)cc32)c1
  1 | 4 | 4 | -4 | 25 | -8 | -5 | -29 | -3
> Cn1c(SCC(=O)NCC2CCCO2)nc2c([nH]c3ccccc32)c1=O (stereo not drawn)
  -1 | -6 | 1 | -3 | 2 | -7 | -9 | 0 | -4
> Cn1c(N=Cc2ccc([N+](=O)[O-])cc2)c(N)c(=O)n(C)c1=O
  3 | 18 | 10 | -10 | 1 | 2 | 8 | -14 | -5

Reformatted with each value named: entries from further up
CC(=O)Nc1ccc(NC(=O)C(C)OC(=O)CNC(=O)c2sc3ccccc3c2Cl)cc1 (stereo not drawn)
  M4 ag = 2
  M1 PAM = 3
  CHRM5 PAM = 5
  M5 antag = -4
  TAAR1 agonist = 2
  M5 ag = 1
  M1 ag = -2
  CHRM4 antagonist = 0
  M1 antag = -2
CCC1CCCCN1C(=S)NC(=O)c1ccco1 (stereo not drawn)
  M4 ag = 1
  M1 PAM = 6
  CHRM5 PAM = 2
  M5 antag = 13
  TAAR1 agonist = 5
  M5 ag = 1
  M1 ag = -6
  CHRM4 antagonist = -2
  M1 antag = -1
COc1cccc(-c2cc(NC=O)c3ncc(-c4cccc(C(=O)NCCN(C)C)c4)n3c2)c1
  M4 ag = 2
  M1 PAM = 2
  CHRM5 PAM = -1
  M5 antag = 1
  TAAR1 agonist = 2
  M5 ag = 0
  M1 ag = -9
  CHRM4 antagonist = -5
  M1 antag = -11
CC1=NN(c2ccccc2)C(=O)/C1=C\c1sccc1C
  M4 ag = 0
  M1 PAM = -3
  CHRM5 PAM = -1
  M5 antag = 11
  TAAR1 agonist = 7
  M5 ag = -2
  M1 ag = -2
  CHRM4 antagonist = 7
  M1 antag = 12

A portion of the library, so the mix of outcomes need not match the whole.
